# Source: PubChem BioAssay
# BioA inh: BioA (M. tuberculosis) enzyme inhibition; purified M. tuberculosis BioA enzyme, plate reader; inhibition, % at 9.99 µM; actives 0.096% (n = 360,000); in the data active = inhibition above about 40%; inconclusive = no clear call, values can overlap the other calls
# FadD28 binding: blocks FadD28 binding to the bisubstrate probe. fluorescence polarization. inhibition, % at 12.5 µM. actives 0.22% (n = 360,000). AID 588549; in the data active = inhibition above about 8.5%, passing the limit was not always enough; inconclusive = no clear call, values can overlap the other calls
# BoNT A protease: blocks Botulinum neurotoxin A light chain protease; inhibition, % at 10 µM; AID 588499; actives 0.17% (n = 360,000); multiplex microsphere protease substrate cleavage, flow cytometry; also: plate controls were buffer without enzyme for full effect and enzyme alone for no effect
# BoNT-F LC inh: BoNT F light chain protease inhibition. AID 588497. inhibition, % at 10 µM. Multiplex microsphere protease cleavage assay, flow cytometry. actives 0.22% (n = 360,000); in the data active = inhibition above about 35%, passing the limit was not always enough; inconclusive = no clear call, values can overlap the other calls; also: plate controls were buffer without enzyme for full effect and enzyme alone for no effect
# PfHsp40 yeast: rescue of PfHsp40-mediated yeast toxicity; S. cerevisiae expressing PfHsp40, growth rescue, ATP luminescence; growth rescue, % at 12.5 µM; actives 0.68% (n = 340,000); AID 504582; in the data active = growth rescue above about 28%, passing the limit was not always enough; inconclusive = no clear call, values can overlap the other calls;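 also: yeast W303a lacking pdr1 and pdr3 grown in galactose medium; growth measured after three days at 30 °C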
# Mtb FBA inh: Mtb fructose-bisphosphate aldolase inhibition; inhibition, % at 1 µM; actives 2.3% (n = 360,000); purified M. tuberculosis FBA, fluorescence read-out; in the data active = inhibition above about 27%;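 also: 0% = vehicle and 100% = reference inhibitor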
# Target sequence (P9WQA3 whole entry, looked up): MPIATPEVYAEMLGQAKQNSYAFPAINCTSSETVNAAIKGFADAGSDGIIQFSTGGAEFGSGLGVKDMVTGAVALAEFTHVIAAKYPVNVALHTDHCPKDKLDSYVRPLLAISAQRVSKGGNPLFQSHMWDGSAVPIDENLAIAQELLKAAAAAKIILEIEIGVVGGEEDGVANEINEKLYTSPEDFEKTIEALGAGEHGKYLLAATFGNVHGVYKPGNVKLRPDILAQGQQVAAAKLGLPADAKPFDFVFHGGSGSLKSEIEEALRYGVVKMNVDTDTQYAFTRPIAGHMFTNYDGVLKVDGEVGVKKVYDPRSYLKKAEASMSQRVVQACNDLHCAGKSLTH
# GDH-TPI inh: counter-screen for M. tuberculosis FBA inhibitors: GDH-TPI coupled enzymes. GDH-TPI coupled enzyme counterscreen, NADH absorbance. inhibition, % at 4.8 µM. actives 1.2% (n = 360,000). AID 588335; in the data active = inhibition above about 30%;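 also: 0% = DMSO wells and 100% = wells lacking the enzyme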
# UGM FP inh: inhibitors of M. tuberculosis UDP-galactopyranose mutase | inhibition, % at 10 µM | actives 0.06% (n = 320,000) | purified UGM, fluorescence polarization probe displacement | AID 504406 | P9WIQ1; in the data active = inhibition above about 10%, passing the limit was not always enough; inconclusive = no clear call, values can overlap the other calls
# Target sequence (P9WIQ1 whole entry, looked up): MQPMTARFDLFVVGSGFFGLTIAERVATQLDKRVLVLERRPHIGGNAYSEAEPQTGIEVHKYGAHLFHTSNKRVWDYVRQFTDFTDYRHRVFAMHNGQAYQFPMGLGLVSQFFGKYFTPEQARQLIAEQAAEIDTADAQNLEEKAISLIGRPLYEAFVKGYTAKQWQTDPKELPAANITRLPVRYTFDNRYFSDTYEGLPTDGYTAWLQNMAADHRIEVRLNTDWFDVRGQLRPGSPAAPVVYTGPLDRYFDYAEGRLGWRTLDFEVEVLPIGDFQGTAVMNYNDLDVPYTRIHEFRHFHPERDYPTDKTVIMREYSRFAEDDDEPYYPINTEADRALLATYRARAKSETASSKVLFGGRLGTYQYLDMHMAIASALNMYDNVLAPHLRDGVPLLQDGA
# Anthrax LF inh2: inhibitors of Bacillus anthracis lethal factor protease | multiplex microsphere protease cleavage assay, LF | inhibition, % at 10 µM | actives 0.12% (n = 360,000) | AID 588501; also: plate controls were buffer without enzyme for full effect and enzyme alone for no effect
# * = called active by the depositor; ? = inconclusive; / = not tested or not shown; & = joins results of further samples. Rule as the data show it, unless noted: active = inhibition above about 30%; inconclusive = no clear call, values can overlap the other calls; inactive = below that.
[1] CC1CCC(N(C)C2CCN(C)CC2)CC1 (configuration not stated)
[2] Cc1cc(NC(=O)CSc2nccn2-c2cccc(F)c2)no1
[3] COc1ccc(CCC(=O)Nc2nnc(C(F)(F)F)s2)cc1
[4] CC1C(=O)C(C)C(c2ccco2)NC1c1ccco1 (configuration not stated)
[5] Cc1ccc(N2NC(=O)/C(=C/c3ccc(-c4ccc(Cl)c(C(=O)O)c4)o3)C2=O)cc1C
[6] CCCC(=O)Nc1ccc2c(c1)nc(CCN1CCN(c3ccccn3)CC1)n2C
[7] C[C@H]1CN([C@@H](C)CO)C(=O)CCCn2nncc2CO[C@H]1CN(C)S(C)(=O)=O
[8] O=C(CN1C(=O)NC2(CCc3ccccc32)C1=O)Nc1ccc(Br)cc1F (configuration not stated)

compound no.,1,2,3,4,5,6,7,8
BioA inh,-2.9,/,0.0,-1.8,-1.2,-1.7,-0.3&1.6&-1.0,3.5
FadD28 binding,0.3,-2.1,-2.1,-2.5,-0.1,0.5,0.0,-1.9
BoNT A protease,?,0.6,0.1,-1.4,-0.1,-0.8,-0.5,3.2
BoNT-F LC inh,?,-1,-1,-6,-8,-26,-2,5
PfHsp40 yeast,0.8,-0.9,0.6,-1.4,-0.9,-0.6,/,-0.4
Mtb FBA inh,2,4,-1,-2,1,6,-1,-3
GDH-TPI inh,-6,4,-4,-1,-3,5,9,-6
UGM FP inh,-2.0,3.9,-2.6,4.2,3.8,2.1,/,/
Anthrax LF inh2,-11,-4,9,-1,-3,-14,-12,-1

[9] O=C1NC(=O)C(=Cc2ccc(Sc3ccccc3)o2)C(=O)N1
[10] NC(=S)N/N=C/c1ccc(-c2ccc(SC(F)F)cc2)o1
[11] O=C(O)CC(c1cccc(O)c1)N1Cc2ccccc2C1=O (configuration not stated)
[12] N#CC1=C(N)Oc2n[nH]c(-c3cccs3)c2C1c1ccncc1 (configuration not stated)
[13] Cc1cccc(C)c1NC(=O)Cn1cc(C=O)c2ccccc21
[14] COc1ccc2oc(C(=O)OCC(=O)NC3CCCC3)c(C)c2c1
[15] CN(Cc1cnn(C)c1)C(=O)C1CCC(=O)N(C2CCCCCC2)C1 (configuration not stated)
[16] COc1ccc(C(=S)N2CCOCC2)cc1OC(=O)c1ccccc1

compound no.,9,10,11,12,13,14,15,16
BioA inh,-0.5,0.3,-0.8,2.6,-2.0,-1.7,0.0,9.0
FadD28 binding,0.4,-0.7,-3.5,-2.9,-1.0,-1.2,0.4,-3.4
BoNT A protease,/,4.9,2.1,0.1,/,/,-0.3,-0.3
BoNT-F LC inh,/,?,-2,-4,/,/,-15,1
PfHsp40 yeast,0.8,1.7,1.4,-0.6,-1.2,0.1,-0.6,-0.5
Mtb FBA inh,-1,9,-4,-1,-2,38*,-1,-1
GDH-TPI inh,-12,45*,-4,13,10,8,-6,2
UGM FP inh,1.1,-3.6,-0.3,1.8,-2.9,-1.2,2.1,0.1
Anthrax LF inh2,/,6,9,-3,/,/,-3,3

[17] COc1ccc(S(=O)(=O)n2nc(-c3cc(OC)c(OC)c(OC)c3)cc2N)cc1OC
[18] Cc1ccc(-c2nc3ccccc3c(=O)n2-c2nccs2)cc1
[19] O=C1CCCC(O)=C1Sc1cc(Cl)c(Cl)cc1Cl
[20] CCCc1[nH]n(-c2ccc([N+](=O)[O-])cc2)c(=O)c1C(C)=NCc1ccncc1
[21] CCCc1ccc(C(=O)/C=C/N(C)C)cc1
[22] CCN(CC)CCNC(=O)c1ccccc1N
[23] Cc1ccc(NC(=O)CCN2C(=O)NC3(CCCC3)C2=O)cc1
[24] Cc1ccc(NC(=O)c2cc(NC(=O)c3ccco3)ccc2N2CCCCC2)cc1

compound no.,17,18,19,20,21,22,23,24
BioA inh,1.7,-2.0,-1.0,0.8,0.3,-2.0,0.1,-2.0
FadD28 binding,-1.5,1.0,-2.3,2.9,-0.6,0.7,-1.2,-0.9
BoNT A protease,-1.1,1.1,6.1,0.0,-0.4,0.1,1.6,-0.8
BoNT-F LC inh,-7,4,?,-5,-4,9,0,4
PfHsp40 yeast,-0.6,-0.4,/,-1.0,3.9,0.0,-1.3,1.0
Mtb FBA inh,2,-1,1,10,1,60*,1,1
GDH-TPI inh,-2,11,8,20,19,-4,0,19
UGM FP inh,-4.2,-2.3,3.1,0.6,0.8,-0.7,/,-1.7
Anthrax LF inh2,-5,-2,17,-2,-3,4,-1,-5

[25] CC(CN1CCCC1)C(=O)NN (configuration not stated)
[26] CCCCNC(=O)C1(C)CCN1C(=O)CSc1ccccc1 (configuration not stated)
[27] CCC(C(=O)N1CCOCC1)n1c2ccccc2c2nc(=O)cc(C)n21 (configuration not stated)
[28] CCOC(=O)NC(NCc1cccc(C(F)(F)F)c1)(C(F)(F)F)C(F)(F)F
[29] COc1ccccc1NC(=O)Nc1nc(C(N)CCc2ccccc2)cs1 (configuration not stated)
[30] O=C(C1CCCCC1)N1C[C@@H](n2cc(-c3ccc(F)cc3)nn2)[C@H](O)C[C@@H]1c1ccccc1
[31] COC(=O)c1c(NC(=O)C(C)C)sc(C(=O)N2CCOCC2)c1C
[32] Cc1ccc2cccc(SCC(=O)Nc3ccc(F)cc3)c2n1

compound no.,25,26,27,28,29,30,31,32
BioA inh,1.3,0.0,-1.5,/,-2.0,2.2,-1.5,-1.0
FadD28 binding,0.3,0.3,-0.7,-2.1,-3.2,-6.0,-2.5,-1.7
BoNT A protease,-0.1,-0.6,1.5,0.6,-0.3,-0.3,-1.7,3.8
BoNT-F LC inh,-1,-7,6,2,-19,-4,-4,-1
PfHsp40 yeast,-1.5,/,-1.7,-1.1,/,/,2.0,-0.8
Mtb FBA inh,-4,-3,0,6,1,-1,1,14
GDH-TPI inh,3,8,-1,9,3,6,4,0
UGM FP inh,5.3,/,0.3,-0.4,/,/,4.2,-2.5
Anthrax LF inh2,-2,-7,1,0,-9,2,-2,-6

[33] CCOC(=O)c1c(C)[nH]c(/C(C)=N/NC(=O)c2cccnc2)c1C
[34] O=C(CSc1ncnc2c1oc1ccccc12)Nc1cccc(C(F)(F)F)c1
[35] COc1ccc(-n2nc3c(N4CCC(C(=O)NCCc5ccco5)CC4)nnc(C)c3c2C)cc1
[36] C/C(=N\Nc1nc2ccccc2s1)c1ccc2c(c1)OCO2
[37] Cc1cc(-c2nnnn2-c2ccc(C(F)(F)F)cc2)no1
[38] C[C@H](CO)N1C[C@H](C)[C@@H](CN(C)S(=O)(=O)c2cn(C)cn2)Oc2ccc(NC(=O)Cn3cnnn3)cc2C1=O
[39] CCCCN1C(=O)NC(=O)/C(=C/c2cnc(SC)nc2)C1=O
[40] O=C(O)c1ccc(-n2ncc(Cl)c(Cl)c2=O)cc1

compound no.,33,34,35,36,37,38,39,40
BioA inh,-0.8,-3.1,6.4,/,/,-0.9&0.5,0.3,-1.7
FadD28 binding,0.0,-3.1,0.5,1.7,-3.5,-3.0,-2.9,-0.4
BoNT A protease,-0.1,-0.6,-3.7,-2.9,?,-0.6,-0.3,-0.2
BoNT-F LC inh,-1,-5,3,-18,?,-3,-2,1
PfHsp40 yeast,/,0.3,-2.6,-0.9,-0.9,-0.1,1.1,/
Mtb FBA inh,1,-2,2,0,1,-1,0,0
GDH-TPI inh,13,11,9,14,-5,-10,-1,9
UGM FP inh,/,0.4,-3.1,0.4,-2.7,-0.3,0.8,/
Anthrax LF inh2,-5,-4,-3,-1,-11,-2,-2,2

[41] CCN(CC)CCNC(=O)c1cc(S(=O)(=O)N2CCc3ccccc32)cn1C
[42] CCCCCCOc1ccc(C(CC(=O)NC)C(=O)O)cc1 (configuration not stated)
[43] CCOC(=O)CSc1nc2sc3c(c2c(=O)n1CC)CC(C)(C)OC3
[44] O=C(NC(N1CCCCCC1)C(Cl)(Cl)Cl)c1ccccc1Cl (configuration not stated)
[45] COc1ccc(OC)c2c1cc(C(=O)N[C@@H](C)C(=O)N[C@@H](C(=O)O)c1ccccc1)n2C
[46] Cc1sc(NC(=O)c2ccco2)nc1-c1ccccc1
[47] COc1cccc(C(NC(C)=O)c2nc(-c3cnn(C)c3)cs2)c1 (configuration not stated)
[48] COc1ccccc1N1CCN(S(=O)(=O)c2ccc(-c3cnc(C4CC4)o3)cc2)CC1
[49] Cc1nn(CC(O)COc2ccc3c(c2)CCC3)c(C)c1Br (configuration not stated)
[50] COc1ccc(C)cc1Nc1nc(-c2ccccc2O)nc2ccccc12
[51] CC(C)(C)NCC(O)CON=C1c2ccccc2-c2ccccc21 (configuration not stated)

compound no.,41,42,43,44,45,46,47,48,49,50,51
BioA inh,0.4,-1.2,2.2,/,-0.7,/,-1.1,-2.1,-0.4,-0.9,/
FadD28 binding,-1.0,-1.5,-0.9,0.0,1.2,-4.0,0.4,-0.5,-3.0,1.5,-3.7
BoNT A protease,-0.6,-0.8,0.7,-0.3,0.5,0.1,-0.3,-0.3,-1.3,-1.8,0.3
BoNT-F LC inh,-4,0,8,0,8,0,-3,4,1,-5,-4
PfHsp40 yeast,-0.1,-0.4,-0.1,-0.9,-0.5,5.9,/,4.3,3.2,-0.4,0.3
Mtb FBA inh,0,0,-1,-1,15,3,1,2,-1,1,1
GDH-TPI inh,-7,-1,7,11,8,23,6,-4,-8,17,0
UGM FP inh,-1.9,2.7,0.2,-1.2,-0.8,-0.7,/,0.6,0.7,-0.1,4.7
Anthrax LF inh2,4,-6,2,-1,-6,4,6,1,-3,0,0

# Filtered by structure: the compounds so far containing a furan ring, fused or not (nine)
[4] CC1C(=O)C(C)C(c2ccco2)NC1c1ccco1 (configuration not stated)
[5] Cc1ccc(N2NC(=O)/C(=C/c3ccc(-c4ccc(Cl)c(C(=O)O)c4)o3)C2=O)cc1C
[9] O=C1NC(=O)C(=Cc2ccc(Sc3ccccc3)o2)C(=O)N1
[10] NC(=S)N/N=C/c1ccc(-c2ccc(SC(F)F)cc2)o1
[14] COc1ccc2oc(C(=O)OCC(=O)NC3CCCC3)c(C)c2c1
[24] Cc1ccc(NC(=O)c2cc(NC(=O)c3ccco3)ccc2N2CCCCC2)cc1
[34] O=C(CSc1ncnc2c1oc1ccccc12)Nc1cccc(C(F)(F)F)c1
[35] COc1ccc(-n2nc3c(N4CCC(C(=O)NCCc5ccco5)CC4)nnc(C)c3c2C)cc1
[46] Cc1sc(NC(=O)c2ccco2)nc1-c1ccccc1

compound no.,4,5,9,10,14,24,34,35,46
BioA inh,-1.8,-1.2,-0.5,0.3,-1.7,-2.0,-3.1,6.4,/
FadD28 binding,-2.5,-0.1,0.4,-0.7,-1.2,-0.9,-3.1,0.5,-4.0
BoNT A protease,-1.4,-0.1,/,4.9,/,-0.8,-0.6,-3.7,0.1
BoNT-F LC inh,-6,-8,/,?,/,4,-5,3,0
PfHsp40 yeast,-1.4,-0.9,0.8,1.7,0.1,1.0,0.3,-2.6,5.9
Mtb FBA inh,-2,1,-1,9,38*,1,-2,2,3
GDH-TPI inh,-1,-3,-12,45*,8,19,11,9,23
UGM FP inh,4.2,3.8,1.1,-3.6,-1.2,-1.7,0.4,-3.1,-0.7
Anthrax LF inh2,-1,-3,/,6,/,-5,-4,-3,4

# Single records, as listed above. Screens in order: BioA inh	FadD28 binding	BoNT A protease	BoNT-F LC inh	PfHsp40 yeast	Mtb FBA inh	GDH-TPI inh	UGM FP inh	Anthrax LF inh2
# CCCCCCOc1ccc(C(CC(=O)NC)C(=O)O)cc1 (configuration not stated) in the list: -1.2	-1.5	-0.8	0	-0.4	0	-1	2.7	-6
# O=C(NC(N1CCCCCC1)C(Cl)(Cl)Cl)c1ccccc1Cl (configuration not stated) in the list: /	0.0	-0.3	0	-0.9	-1	11	-1.2	-1
